High-throughput results from PubChem.
EPAC1 antagonist: antagonists of human EPAC1; O95398; EPAC1 GEF assay, Rap1b-BODIPY-GDP exchange fluorescence; Potency, µM (series often up to 115 µM), inactives show at the top dose activity change, negative = inhibition, hits mostly inhibitors; hit rate 0.14% among 360,000;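 further: potency means the concentration at half of the fitted maximal effect; plate controls were vehicle for no effect and positive control for full effect; nearly all actives have a fitted effect of over 50% in size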
IL-2 act: activates IL-2 in a cell-based reporter assay. hit rate 0.065% among 360,000. AID 652025. activation, % (series mostly up to about 46 µM). IL-2 activation reporter assay, cell-based qHTS; stimulated with anti-CD3/CD4/CD28 beads; in transgenic mouse T cells; in the data active means activation above about 50%; inconclusive means mostly about 30% to 49%; further: 0% is about no effect
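Quantitative HTS in unstimulated transgenic mouse T cells, with memory T cells as non-tolerant control and PMA/ionomycin as tolerance-bypass control. Compound pretreatment lasted 60 minutes before 18 h bead stimulation; EGFP/DsRed fluorescence read.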
EPAC2 agonist: activates human EPAC2 exchange factor. hit rate 0.079% among 360,000. EPAC2 activation, biochemical qHTS; response scale: 100% = 6.5 mM cAMP response. Q8WZA2. Potency, µM (top dose mostly 154 µM), without a hit: at the top dose activation, usual class: activators; further: potency means the concentration at half of the fitted maximal effect; nearly all actives have a fitted effect of over 50% in size
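Fluorescence exchange assay: 100 nM EPAC2 with 250 nM RAP1B-BODIPY-GDP and 50 uM GDP; compounds tested as a concentration-titration series (qHTS). Loss of Rap1-bound BODIPY-GDP fluorescence read at 480/540 nm; data normalized to 6.5 mM cAMP.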
CCT chaperon mod: changes cytosolic chaperonin activity; AID 651819; hit rate 0.3% among 360,000; activity change, % (test concentration not listed), hits read low; purified chaperonin ATPase assay, HTRF ADP detection, 30 min; in the data active means activity change below about -30%; further: on the % scale 0 is the no-effect control and ±100 the full control effect
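Nucleotide hydrolysis assay: TRiC at 20–40 nM final (set by batch activity) with 10 uM ATP, 30 min at 37 °C, in presence of 76 uM compound. Detection by competitive ADP HTRF, 30 min ambient.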
EPAC1 agonist: agonists of human EPAC1; hit rate 0.073% among 360,000; AID 720707; Potency, µM (titrated, usually from 154 µM), for inactives: at the top dose activation, hits mostly activators; EPAC1 agonist qHTS, biochemical assay; response scale: 100% = response to 6.5 mM cAMP; O95398; further: potency means the concentration at half of the fitted maximal effect; nearly all actives have a fitted effect of over 60% in size
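Normalized to 6.5 mM cAMP, activity reflects EPAC1-catalysed release of BODIPY-GDP from Rap1B, followed kinetically over 30 min at 480 nm excitation, 540 nm emission. Reaction contained 100 nM EPAC1, 250 nM Rap1B-BODIPY-GDP, 50 uM GDP.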
PLK1 PBD block: inhibitors of human PLK1 polo-box domain binding; P53350; Plk1 PBD binding of FITC phosphopeptide, fluorescence polarization; Potency, µM, for the others: max response, negative = inhibition, most hits filed as inhibitors; hit rate 2.8% among 360,000; further: potency means the concentration at half of the fitted maximal effect; series mostly up to about 57 µM; on the % scale 0 is the no-effect control and ±100 the full control effect; nearly all actives have a fitted effect of over 65% in size
Target sequence (P53350 whole entry, looked up, the tested form may be a part): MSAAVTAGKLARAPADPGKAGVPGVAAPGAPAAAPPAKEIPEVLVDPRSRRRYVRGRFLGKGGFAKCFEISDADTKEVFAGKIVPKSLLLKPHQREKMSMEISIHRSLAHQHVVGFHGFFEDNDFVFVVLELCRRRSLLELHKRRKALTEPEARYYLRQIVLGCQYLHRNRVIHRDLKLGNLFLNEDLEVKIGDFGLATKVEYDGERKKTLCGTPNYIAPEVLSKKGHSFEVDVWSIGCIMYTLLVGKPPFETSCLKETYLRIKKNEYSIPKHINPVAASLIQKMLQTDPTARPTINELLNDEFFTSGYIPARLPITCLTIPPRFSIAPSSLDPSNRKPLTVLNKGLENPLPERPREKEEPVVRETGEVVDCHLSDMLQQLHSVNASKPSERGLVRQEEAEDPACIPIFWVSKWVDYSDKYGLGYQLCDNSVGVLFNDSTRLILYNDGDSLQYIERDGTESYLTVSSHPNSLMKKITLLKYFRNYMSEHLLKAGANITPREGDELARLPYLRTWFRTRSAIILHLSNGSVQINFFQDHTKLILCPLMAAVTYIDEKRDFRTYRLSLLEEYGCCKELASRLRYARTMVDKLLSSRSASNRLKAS
PI5P4Ka inh: blocks human PI5P4K alpha kinase activity | AID 652105 | hit rate 1.2% among 330,000 | P48426 | PI5P4Kalpha enzyme, ADP-Glo luminescence, 60 min; hits give low values | max response, %; active means max response of -50% or lower; inconclusive means between -30% and -50%; inactive means -30% or higher; further: value at the top dose of about 77 µM; on the % scale 0 is the no-effect control and ±100 the full control effect
Target sequence (P48426 whole entry, looked up): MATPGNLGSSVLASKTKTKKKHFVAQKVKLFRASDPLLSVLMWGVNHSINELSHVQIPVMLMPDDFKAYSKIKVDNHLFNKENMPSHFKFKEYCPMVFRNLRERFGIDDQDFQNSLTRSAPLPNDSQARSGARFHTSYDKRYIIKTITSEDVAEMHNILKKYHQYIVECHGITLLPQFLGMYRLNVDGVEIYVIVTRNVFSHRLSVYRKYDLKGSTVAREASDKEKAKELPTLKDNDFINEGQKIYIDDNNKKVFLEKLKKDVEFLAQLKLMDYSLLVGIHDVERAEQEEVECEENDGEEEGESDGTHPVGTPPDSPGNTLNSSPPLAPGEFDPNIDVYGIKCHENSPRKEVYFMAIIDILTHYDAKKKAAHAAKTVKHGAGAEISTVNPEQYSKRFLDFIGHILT
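PI5P4Kalpha ADP-Glo assay; 5 microM ATP final; 60 min RT reaction; HEPES pH 7.4/EGTA/CHAPS, 5% DMSO; controls lacking substrate or enzyme; luminescent end-point.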
WRN inhibitor: blocks human WRN helicase | Q14191 | WRN helicase unwinding, fluorescent forked duplex, kinetic | Potency, µM (series often up to 114 µM), for the others: top-dose activity change, negative = inhibition, usual class: inhibitors | hit rate 0.46% among 360,000 | AID 651768; further: potency means the concentration at half of the fitted maximal effect; on the % scale 0 is the no-effect control and ±100 the full control effect; nearly all actives have a fitted effect of over 55% in size
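Primary qHTS, 1536-well format. 20 nM WRN + compound, 15 min RT; start with 100 nM forked fluorophore/quencher duplex, 2 mM ATP (final); kinetic read ex 525/em 598 nm.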
Active calls of the source: *; ? = inconclusive; nt = not tested or not shown. Unless noted, the call rests on the fitted dose curve; in most records, active means well fitted curve in the direction sought with a large enough effect; inconclusive means small, poorly fitted or top-dose-only effect, or another doubt; inactive means no such curve, though single readings can be large; an effect the other way counts as inactive or inconclusive. These rows are one share of the data. The share of hits here may be higher or lower than overall.

SMILES | EPAC1 antagonist | IL-2 act | EPAC2 agonist | CCT chaperon mod | EPAC1 agonist | PLK1 PBD block | PI5P4Ka inh | WRN inhibitor
CC(C)CC1C(=O)N(Cc2cn(CCC3OCCCO3)nn2)CCS(=O)(=O)N1Cc1ccc(-c2cccc(CO)c2)cc1 (stereo not drawn) | -1% | -0.2 | 5% | -1.3 | -10% | 2% | 3 | 3%
CCSc1nnc(NC(=O)Cn2cnc3c2c(=O)n(C)c(=O)n3C)s1 | 4% | -0.4 | 0% | 3.5 | 6% | -2% | 2 | -9%
CSc1ccc(-c2c(C#N)c(N)nc3c2c(C)nn3-c2ccccc2)cc1 | 15% | -1.7 | 8% | -1.0 | 6% | 7% | 5 | -16%
O=C(O)CSCC(=O)N1CCN(c2nc3cc(Cl)ccc3s2)CC1 | -28% | -4.9 | 13% | -1.7 | 7% | -9% | 0 | 1%
Cn1cnnc1SCC(=O)c1ccc2c(c1)OCCO2 | -7% | 4.4 | 0% | -0.4 | 2% | ? | nt | -5%
N/C(=N\OCc1ccc([N+](=O)[O-])cc1)c1ccccn1 | -11% | 0.3 | 0% | 0.6 | 7% | -2% | 0 | 2%
Cc1ccc(Cn2cc(C(=O)c3ccc(F)cc3)c(=O)c3cc4c(cc32)OCCO4)cc1 | ? | -1.0 | 3% | 1.1 | 6% | 0% | 2 | -1%
CCN(CC)S(=O)(=O)c1ccc(-c2nnc(SCC(=O)N3CCc4ccccc43)o2)cc1 | 6% | -1.7 | 0% | -2.8 | 1% | -6% | nt | 0%
O=[N+]([O-])c1ccc2c(c1)nc(CO)n2Cc1ccccc1 | 17% | -0.6 | 4% | 0.1 | 3% | 1% | -6 | 6%
Cc1cccc(NC(=O)C(C)Oc2ccccc2C)n1 (stereo not drawn) | 6% | 0.6 | -2% | 1.1 | -6% | -1% | 3 | 2%
CCOC(=O)c1ccoc1CN1CCN(S(=O)(=O)c2ccc(C)c(C)c2)CC1 | -5% | 4.2 | 11% | -0.2 | 0% | 1% | -16 | -16%
CN1C[C@@H]2C(c3ccc(Cl)nc3)C3(c4ccccc4)CC2(C3)[C@H]1c1ccccc1 (stereo partly drawn) | -7% | 0.4 | 8% | -0.4 | 6% | -11% | 5 | -5%
O=C(Nc1ccc(NC(=O)c2cc3ccccc3o2)cc1)c1ccc2c(c1)OCCO2 | -5% | -4.7 | 11% | -3.0 | 11% | -11% | -28 | -5%
O=C(OCC(=O)N(CCc1ccccc1)Cc1ccccc1)c1ccccc1[N+](=O)[O-] | -12% | -0.4 | 5% | -5.7 | 14% | -8% | 1 | -5%
Cc1cc(C(=O)NN=C2C3CC4CC(C3)CC2C4)c2ccccc2n1 | -8% | -0.6 | -2% | -2.5 | -8% | 2% | nt | -3%
COc1ccc(N2CCN(Cc3nc4c(c(=O)n(C)c(=O)n4C)n3CC(C)=O)CC2)cc1 | 15% | -2.8 | -1% | -2.8 | 4% | -6% | nt | 8%
Cc1ccc(CSCc2ccc(C(=O)NC3CCCC3)o2)cc1 | 4% | 0.4 | -7% | 1.3 | 9% | -8% | 0 | 1%
CC1CN(C2CCN(C(=O)COc3ccc(Cl)cc3)CC2)CC(C)O1 (stereo not drawn) | -26% | 0.0 | 5% | 1.4 | 9% | -15% | -7 | -31%
CCOc1cc(N2CCOCC2)c(OCC)cc1NC(=O)CCS(=O)(=O)c1ccc(Cl)cc1 | 2% | 0.4 | -7% | -1.8 | 5% | ? | -7 | -6%
CCc1ccc(NC(=O)C(C)OC(=O)C2CCC(=O)N2)cc1 (stereo not drawn) | 9% | -3.1 | 11% | 1.7 | 0% | -16% | -4 | 2%
CCCCCOc1ccc(Br)cc1/C(C)=N/NC1=NCCN1 | -17% | -0.6 | 4% | 3.5 | 0% | -21% | -4 | -4%
Cc1ccc(S(=O)(=O)N2C[C@@H]3c4ccccc4N(S(=O)(=O)c4ccc(C)cc4)[C@@H]3[C@@H](C)C2CC(=O)c2ccccc2)cc1 (stereo partly drawn) | -7% | -0.7 | 4% | 2.8 | 1% | -2% | 0 | -5%
O=C(CN1C(=O)NC2(CCCc3ccccc32)C1=O)c1ccc(Br)cc1 (stereo not drawn) | -1% | -2.4 | 7% | -3.9 | 7% | 3% | -15 | -11%
c1ccc(-c2csc(Nc3cccnc3)n2)nc1 | 3% | 3.1 | 2% | -2.9 | 5% | -6% | nt | -17%
O=C(COC(=O)c1ccc(O)cc1)Nc1ccc2[nH]c(=O)[nH]c2c1 | -6% | 1.7 | 6% | -1.7 | 4% | -2% | 5 | -15%
NNc1nc(-c2ccccc2)c2cc(Cl)ccc2n1 | -14% | -4.0 | 5% | -0.5 | -1% | -12% | -8 | -15%
Cc1cnc(NC(=O)c2nn(C)cc2[N+](=O)[O-])s1 | 15% | -0.1 | 0% | 2.3 | 4% | 1% | 0 | 11%
COc1ccc2[nH]c3c(c2c1)CCN1C(=O)C(CC(=O)NCc2ccco2)C[C@H](C(=O)N2CCCCC2)[C@@]31CCc1ccccc1 (stereo partly drawn) | -5% | -0.5 | 16% | -1.8 | 2% | -9% | -9 | 8%
COc1cc(N2C(=O)NC3CC2(C)Oc2ccccc23)cc(OC)c1OC (stereo not drawn) | 1% | 0.3 | 3% | -1.8 | 0% | -3% | 1 | -13%
O=C(NCc1ccc2c(c1)OCO2)C1CCN(S(=O)(=O)c2ccc(Br)s2)CC1 | -20% | 0.4 | 16% | -4.9 | 14% | -10% | 5 | -36%
CC1CC(C)CN(C(=O)C(C)N2CCN(S(=O)(=O)c3cccs3)CC2)C1 (stereo not drawn) | -22% | -0.2 | 7% | -0.9 | 9% | -10% | -5 | 4%
CC1CCN(c2cc(C#N)c(C#N)cc2[N+](=O)[O-])CC1 | 1% | -1.2 | -3% | -1.7 | 1% | -4% | 1 | 2%
COCCNC(=O)c1cccc(OC2CCN(Cc3ccccc3OC(F)F)CC2)c1 | 12% | 2.0 | 2% | 0.2 | 0% | -1% | 3 | 4%
CN(C(=O)COC(=O)c1nn(C)c(=O)c2ccccc12)c1c(N)n(Cc2ccccc2)c(=O)[nH]c1=O | -16% | -6.1 | 8% | 0.3 | -5% | 0% | -5 | -4%
Cc1oc(-c2ccc3c(c2)OCCO3)cc1C(=O)O | 4% | 0.6 | 4% | -1.5 | -1% | 0% | -28 | -4%
CCN(CC)C(=O)c1ccc2c(c1)N(Cc1ccccc1)C(=O)CS2=O (stereo not drawn) | -11% | -1.3 | 10% | -0.3 | 6% | -16% | -1 | 1%
CC1Cc2ccccc2N1C(=O)Cc1cccs1 (stereo not drawn) | 12% | -1.0 | 2% | 0.0 | 2% | 1% | nt | -13%
CC(C)CSc1n[nH]c(=S)s1 | -13% | -0.8 | 10% | 1.4 | 5% | 7.5µM* | -52* | -17%
COc1ccc(NS(=O)(=O)c2cc(NC(=O)c3cccc(OCc4c(C)noc4C)c3)ccc2OC)cc1 | -26% | 2.5 | -2% | 0.4 | 1% | 4% | -5 | 5%
CCOC(=O)c1c(NC(=S)NC(=O)c2ccc(Cn3cc(Cl)cn3)o2)sc2c1CCCCC2 | -7% | 0.9 | -8% | 1.4 | -4% | -9% | 1 | 6%
CCOC(=O)[C@H]1[C@H]2COc3ccc(Br)cc3[C@@H]2N2C(=O)c3cc(Br)ccc3NC(=O)[C@@]12C | 3% | -0.4 | 1% | 2.7 | 12% | 2% | 3 | 1%
CC(CNC(=O)c1ccc(NC2=NC3CS(=O)(=O)CC3S2)cc1)c1ccccc1 (stereo not drawn) | 13% | -1.1 | 3% | 0.4 | 2% | -2% | -6 | 6%
c1ccc(-n2c(-c3ccco3)nnc2N2CCOCC2)cc1 | 4% | 0.5 | -16% | 1.4 | -2% | -4% | nt | 0%
COCCNC(=O)/C(C#N)=C/c1ccc(-c2ccc(OC)cc2[N+](=O)[O-])o1 | -8% | -0.6 | -19% | -1.3 | 0% | -4% | 5 | 2%
O=C(OC1CCN(c2ccc([N+](=O)[O-])cc2)CC1)c1ccccc1 | -11% | 0.8 | 12% | -0.6 | -9% | -3% | 1 | -3%

Structures from the list above that contain two or more sulfur atoms, in the order listed:
SMILES | EPAC1 antagonist | IL-2 act | EPAC2 agonist | CCT chaperon mod | EPAC1 agonist | PLK1 PBD block | PI5P4Ka inh | WRN inhibitor
CCSc1nnc(NC(=O)Cn2cnc3c2c(=O)n(C)c(=O)n3C)s1 | 4% | -0.4 | 0% | 3.5 | 6% | -2% | 2 | -9%
O=C(O)CSCC(=O)N1CCN(c2nc3cc(Cl)ccc3s2)CC1 | -28% | -4.9 | 13% | -1.7 | 7% | -9% | 0 | 1%
CCN(CC)S(=O)(=O)c1ccc(-c2nnc(SCC(=O)N3CCc4ccccc43)o2)cc1 | 6% | -1.7 | 0% | -2.8 | 1% | -6% | nt | 0%
Cc1ccc(S(=O)(=O)N2C[C@@H]3c4ccccc4N(S(=O)(=O)c4ccc(C)cc4)[C@@H]3[C@@H](C)C2CC(=O)c2ccccc2)cc1 (stereo partly drawn) | -7% | -0.7 | 4% | 2.8 | 1% | -2% | 0 | -5%
O=C(NCc1ccc2c(c1)OCO2)C1CCN(S(=O)(=O)c2ccc(Br)s2)CC1 | -20% | 0.4 | 16% | -4.9 | 14% | -10% | 5 | -36%
CC1CC(C)CN(C(=O)C(C)N2CCN(S(=O)(=O)c3cccs3)CC2)C1 (stereo not drawn) | -22% | -0.2 | 7% | -0.9 | 9% | -10% | -5 | 4%
CC(C)CSc1n[nH]c(=S)s1 | -13% | -0.8 | 10% | 1.4 | 5% | 7.5µM* | -52* | -17%
CCOC(=O)c1c(NC(=S)NC(=O)c2ccc(Cn3cc(Cl)cn3)o2)sc2c1CCCCC2 | -7% | 0.9 | -8% | 1.4 | -4% | -9% | 1 | 6%
CC(CNC(=O)c1ccc(NC2=NC3CS(=O)(=O)CC3S2)cc1)c1ccccc1 (stereo not drawn) | 13% | -1.1 | 3% | 0.4 | 2% | -2% | -6 | 6%
